Screening results from PubChem.
FBW7 act = human FBW7 E3 ligase activation, primary screen; Q969H0; normalized activity (activation), % at 26.1 µM; actives 0.13% (n = 650,000); AlphaScreen FBW7–phospho-cyclin E peptide binding, activator screen; AID 1259310; in the data active = normalized activity above about 1.9%;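 also: purified mutant Fbw7 with reduced substrate affinity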
GPR151 ag = human GPR151 activation | Q8TDV0 | PathHunter beta-arrestin GPR151 cells, luminescence | activation, % at 11.2 µM | actives 1% (n = 650,000) | AID 1508602; in the data active = activation above about 4.9%;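 also: 0% = median of compound wells and 100% = cells with positive control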
Target sequence (Q8TDV0 whole entry, looked up): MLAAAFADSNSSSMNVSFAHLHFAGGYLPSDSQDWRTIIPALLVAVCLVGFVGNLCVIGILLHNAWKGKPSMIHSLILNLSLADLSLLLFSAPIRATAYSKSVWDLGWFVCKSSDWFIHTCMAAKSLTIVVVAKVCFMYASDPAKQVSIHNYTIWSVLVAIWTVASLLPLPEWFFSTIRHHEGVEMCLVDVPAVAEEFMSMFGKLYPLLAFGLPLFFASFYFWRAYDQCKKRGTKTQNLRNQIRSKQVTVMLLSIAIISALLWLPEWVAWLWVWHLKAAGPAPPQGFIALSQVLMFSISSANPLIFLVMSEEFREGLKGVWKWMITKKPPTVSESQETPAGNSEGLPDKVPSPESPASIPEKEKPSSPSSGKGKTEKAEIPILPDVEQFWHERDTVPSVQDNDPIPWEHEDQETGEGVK
TEAD-YAP block = TEAD-YAP interaction inhibition. actives 1.4% (n = 640,000). inhibition, % at 9.12 µM. HEK-TIYL cells, TEAD-Gal4/YAP UAS-luciferase luminescence; in the data active = inhibition above about 32%;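 also: 0% = median of test compound wells and 100% = reference inhibitor wells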
MITF inh = human MITF inhibition, primary screen. O75030. AlphaScreen MITF homodimerization, bead proximity signal. inhibition, % at 2.6 µM. actives 0.91% (n = 650,000). AID 1259374; in the data active = inhibition above about 50%;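 also: 0% = vehicle wells with protein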
Target sequence (O75030 whole entry, looked up): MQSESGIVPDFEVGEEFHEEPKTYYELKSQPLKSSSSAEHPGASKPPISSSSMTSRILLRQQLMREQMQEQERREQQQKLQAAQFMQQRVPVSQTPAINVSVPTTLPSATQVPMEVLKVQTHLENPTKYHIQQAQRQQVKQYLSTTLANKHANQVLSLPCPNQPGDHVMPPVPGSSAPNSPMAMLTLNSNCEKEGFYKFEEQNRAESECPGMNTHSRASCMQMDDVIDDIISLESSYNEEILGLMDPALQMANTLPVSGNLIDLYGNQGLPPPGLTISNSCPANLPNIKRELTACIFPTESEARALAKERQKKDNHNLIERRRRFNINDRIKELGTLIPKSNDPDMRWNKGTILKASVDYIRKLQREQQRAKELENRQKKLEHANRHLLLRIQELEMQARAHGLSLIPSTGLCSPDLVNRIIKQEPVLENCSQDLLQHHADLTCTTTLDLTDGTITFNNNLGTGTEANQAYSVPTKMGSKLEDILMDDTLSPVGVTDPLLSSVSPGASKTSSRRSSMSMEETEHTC
An asterisk follows results filed as active.

SMILES | FBW7 act | GPR151 ag | TEAD-YAP block | MITF inh
O=C(NCCc1ccccc1)c1ccc2c(=O)n(-c3cc(C(F)(F)F)ccc3Cl)c(=S)[nH]c2c1 | 0.6 | 0.7 | -0.3 | 21.2
O=C1C(=O)N(CN2CCOCC2)c2ccc([N+](=O)[O-])cc21 | -0.1 | -0.7 | -0.4 | 11.7
Cc1cc(N)ccc1-n1c(C)ccc1C | -0.1 | 0.0 | 7.5 | -55.4
O=C(O)COCC(=O)NC1CC2(CCCCC2)Oc2ccccc21 (centres undefined) | 0.0 | -1.2 | -1.0 | 10.1
CCOC(=O)C(=O)Nc1nnc(-c2ccccc2C)s1 | 0.3 | -1.1 | 15.2 | -1.5
COc1ccc(S(=O)(=O)NCC2CCCN(C(=O)Cc3cccnc3)C2)cc1 (centres undefined) | -0.1 | 0.9 | -1.8 | 3.2
COc1ccccc1C(=O)Oc1ccc(NC(=O)Cc2nn(C)c(=O)c3ccccc23)cc1 | 0.2 | 0.4 | 8.5 | -3.2
COc1cccc(C(=O)CSc2nccc(=O)[nH]2)c1 | 0.2 | -0.4 | 6.1 | -1.1
Cc1nn(C)c(C)c1-c1nc(NC2CC2)c2ncn(CCN3CCCC3=O)c2n1 | -0.2 | 0.4 | -14.9 | 0.9
COc1ccc(C(=O)/C=C(\C)Nc2ccc(F)cc2)cc1 | 0.1 | 0.1 | -0.7 | 1.1
NNC(=O)CCCCn1c(=S)[nH]c2ccsc2c1=O | 0.0 | 0.8 | -1.4 | -10.3
COc1cccc(NC2=CC(=O)CC(C)(C)C2)c1 | 0.0 | -0.3 | -9.0 | 6.3
COC(=O)Cc1nc(Nc2ccc(C)c(Cl)c2)c2c(C)c(C)sc2n1 | -0.2 | 0.7 | 2.1 | -43.5
CCOC(=O)N1CCc2c(sc(NC(=O)COc3ccccc3C)c2C(=O)Nc2ccc(Br)cc2)C1 | 0.1 | 0.2 | 1.9 | 8.8
Cc1c(C)n(C(=O)CN2CCC(C)CC2)c2ccccc12 | -0.4 | -0.4 | -5.0 | -5.4
COc1cc(C(=O)Nc2ccc(C(=O)c3cccs3)cc2)cc(OC)c1OC | -0.1 | -1.8 | -6.0 | 3.0
CCOc1ccc(C(=O)n2cnc3ccccc32)cc1 | 0.0 | -0.9 | -7.3 | 15.1
COc1ccc(-c2c(C)nn(C)c2N)cc1OC | 0.1 | 0.5 | 3.3 | 9.7
CC12C=CC3(O1)C(C(=O)N(Cc1ccccc1Cl)C3C(=O)NC1CCCCC1)C2C(=O)Nc1ccc(Cl)c(Cl)c1 (centres undefined) | 0.1 | 0.5 | 4.4 | -8.0
Cc1cc(C)c(C#N)c(SCC(=O)C(C)(C)C)n1 | 0.0 | 0.8 | 1.9 | 5.6
Cc1cc(OCCn2ccnc2)cc(C)c1Cl | 0.1 | 0.3 | -4.2 | 15.0
Cc1ccc(C(=O)NN2C(=O)c3ccc(S(=O)(=O)c4ccc(C(=O)O)cc4)cc3C2=O)cc1 | 0.0 | 1.2 | -35.1 | -4.1
CCc1c(C)sc(NC(=O)COc2ccc(Cl)cc2)c1C(N)=O | 0.3 | 0.3 | -9.9 | 16.7
COc1cccc(NC(=O)CN2CCC(C)CC2)c1 | 0.0 | 1.6 | -28.6 | 8.3
Cc1ccccc1NC(=O)CCC(=O)OCC(=O)c1ccc([N+](=O)[O-])cc1 | -0.4 | 0.3 | 7.5 | -0.7
O=C(Nc1ccc(F)c(Cl)c1)N1CCN(S(=O)(=O)c2ccc([N+](=O)[O-])cc2)CC1 | -0.5 | 0.4 | 2.0 | 3.8
O=C(NCc1ccco1)c1ccc(CSc2ccccc2)o1 | 0.1 | 0.1 | 2.7 | 7.7
O=C1NC(=O)C(CCc2ccccc2)(C2CCN(Cc3cnn(-c4ccccc4)c3)CC2)N1 (centres undefined) | 0.0 | -0.4 | 7.5 | 3.3
COc1ccc2cc(CN(CCCO)C(=O)c3ccccc3C)c(=O)[nH]c2c1 | -0.2 | 4.6 | -6.0 | -6.1
COc1ccc(-c2noc(C(C)Oc3ccc(C)cc3)n2)cc1OC (centres undefined) | 0.1 | -2.5 | -7.7 | -14.4
COc1ccc(Cl)cc1C(=O)Nc1cccc2nc(C)ccc12 | 0.0 | 0.8 | 5.7 | 5.0
CCC(=O)N1c2ccccc2NC2=C(C(=O)CC(C)(C)C2)C1c1cccc(OC)c1OC (centres undefined) | 0.0 | 2.1 | 4.2 | 1.3
CCCCc1ncc(CN2CCCC(C(=O)c3ccc(OC)c(OC)c3)C2)[nH]1 (centres undefined) | -0.1 | 0.1 | -2.2 | 0.4
Cc1oc2cc(OCC(=O)OCc3ccccc3)ccc2c(=O)c1Oc1ccccc1 | 0.1 | -0.1 | 2.2 | 12.1
NNc1nc(NN)nc(Nc2ccccc2)n1 | -2.0 | -1.7 | 3.2 | 65.2*
COc1ccc(OC)c(N2C(N)=C(C#N)C(c3ccc4c(c3)OCO4)C3=C2CC(C)(C)CC3=O)c1 (centres undefined) | 0.1 | 1.5 | -2.9 | 11.5
O=C(c1n[nH]c2c1CCC2)N1CCCCC1c1nc2ccccc2[nH]1 (centres undefined) | -0.1 | 1.9 | 2.8 | 5.1
CC1=CC(=O)C=C(C)C1=NOC(=O)c1ccc(Cl)cc1 | 0.1 | -0.2 | 7.9 | 72.6*
Cc1cc(I)ccc1-n1c(/C=C\c2cccc(C(F)(F)F)c2)nc2ccccc2c1=O | 0.0 | 0.6 | 5.0 | -3.1
Cc1ccc(S(=O)(=O)NCCC(=O)NCCCN2CCOCC2)cc1 | 0.5 | 0.5 | -5.3 | 9.0

The closing seven entries of the part above lead into the next:
SMILES | FBW7 act | GPR151 ag | TEAD-YAP block | MITF inh
Cc1oc2cc(OCC(=O)OCc3ccccc3)ccc2c(=O)c1Oc1ccccc1 | 0.1 | -0.1 | 2.2 | 12.1
NNc1nc(NN)nc(Nc2ccccc2)n1 | -2.0 | -1.7 | 3.2 | 65.2*
COc1ccc(OC)c(N2C(N)=C(C#N)C(c3ccc4c(c3)OCO4)C3=C2CC(C)(C)CC3=O)c1 (centres undefined) | 0.1 | 1.5 | -2.9 | 11.5
O=C(c1n[nH]c2c1CCC2)N1CCCCC1c1nc2ccccc2[nH]1 (centres undefined) | -0.1 | 1.9 | 2.8 | 5.1
CC1=CC(=O)C=C(C)C1=NOC(=O)c1ccc(Cl)cc1 | 0.1 | -0.2 | 7.9 | 72.6*
Cc1cc(I)ccc1-n1c(/C=C\c2cccc(C(F)(F)F)c2)nc2ccccc2c1=O | 0.0 | 0.6 | 5.0 | -3.1
Cc1ccc(S(=O)(=O)NCCC(=O)NCCCN2CCOCC2)cc1 | 0.5 | 0.5 | -5.3 | 9.0
CN(C)c1ccc(C(=O)Nc2nnc(-c3ccc(Cl)cc3)o2)cc1 | -0.1 | 0.6 | -3.2 | -14.5
O=C1NC2(CCCCC2)C(=O)N1Cc1ccccc1C(F)(F)F | 0.1 | 3.1 | -3.1 | 8.8
COc1ccccc1-n1c(=S)sc2c(=O)n(-c3ccccc3)c(SCc3cccc(F)c3)nc21 | 0.1 | -1.3 | -3.5 | 12.8
C/C(=N\NC(=O)c1cnccn1)c1ccccc1O | -0.5 | -1.1 | -41.6 | 8.6
Cc1cc(CCN2CCC(=O)NC2=O)ccc1OC(C)C | 0.3 | -0.2 | -5.2 | 4.0
CC(C)NC(=O)CCC1=NS(=O)(=O)c2ccccc2N1 | 0.0 | -0.1 | 1.1 | 15.2
O=C(CSc1ncccc1-c1nc2ccccc2[nH]1)N1CCN(c2ccccc2)CC1 | -0.1 | -1.5 | 16.6 | 7.1
COc1ccc(C(=O)N/C(=C/c2ccc([N+](=O)[O-])cc2)C(=O)Nc2cc(C)cc(C)c2)c(Cl)c1 | 0.1 | 0.5 | -0.3 | 18.3
Cc1ccc(C(=O)NCCNS(C)(=O)=O)cc1 | 0.8 | 0.7 | -9.5 | -1.4
COc1cccc(N(CC(=O)N2CCN(c3ccccc3)CC2)S(C)(=O)=O)c1 | 0.1 | -0.3 | 6.6 | 11.9
CCOc1cc(/C=C2/C(=N)N3N=C(C(C)C)SC3=NC2=O)ccc1OCc1ccccc1 | -0.1 | 0.7 | -0.7 | 5.3
O=[N+]([O-])c1ccc(S(=O)(=O)NNC(=S)NCc2ccco2)cc1 | 0.0 | 0.0 | 1.6 | 5.3
O=C(Cn1ncc2ccc(Cl)cc21)NC1CCCCC1 | 0.0 | -0.7 | -9.7 | 1.5
COc1ccc(-c2cc(C(F)(F)F)nc(-n3cc([N+](=O)[O-])c(C(N)=O)n3)n2)cc1OC | 0.0 | 1.5 | -3.4 | 3.8
COc1cc(OC)cc(C(=O)Nc2ccc(-c3nc4ccccc4o3)c(O)c2)c1 | 0.0 | 0.3 | -36.6 | 6.6
COc1ccc(-c2nc(-c3cccc(OC)c3)no2)cc1 | 0.1 | -2.5 | -77.7 | -0.9
CCOc1ccc(S(=O)(=O)Nc2cc(Cl)ccc2Cl)cc1 | 0.2 | -1.2 | 3.3 | 14.7
Cc1sc2ncnc(Sc3ccccc3)c2c1C | -0.1 | 0.9 | -0.7 | -4.9
Cc1cc(C)c2nc(NC(=O)c3ccc(C(=O)c4ccccc4)cc3)sc2c1 | -0.2 | 0.0 | 3.5 | -3.5
O=[N+]([O-])c1ccc(-c2nsc3c(N4CCN(Cc5cccnc5)CC4)ncnc23)cc1 | -0.1 | -0.4 | -13.6 | 13.3
O=C(COc1ccccc1F)OCc1cc(-c2ccc(Cl)cc2)on1 | 0.7 | -1.5 | -12.1 | 1.2
NC(=O)c1cc2cc([N+](=O)[O-])ccc2oc1=Nc1ccccc1F | -0.1 | -0.3 | -6.8 | 4.5
CC(=O)Oc1ccc(C2C(C(=O)OCC(C)C)=C(C)NC3=C2C(=O)CC(c2cccs2)C3)cc1 (centres undefined) | 0.1 | -1.5 | -0.8 | 2.3
O=C(Nc1cccc(O)c1)c1oc(=O)c2ccccc2c1-c1ccccc1 | 0.1 | -1.0 | -1.6 | 8.1
Fc1ccc(CSc2nc3ccccc3[nH]2)c2ccccc12 | 0.1 | 1.9 | -11.9 | 8.2
CSc1ccc(N=CC2=C(O)CC(C)(C)CC2=O)cc1 | -0.1 | 0.4 | -5.2 | -12.6
COc1ccc(CNC2C3CC4CC(C3)CC2C4)cc1OC (centres undefined) | 0.1 | 2.1 | -4.0 | 14.1
O=C(Nc1ccccc1Br)/C(=C/c1ccc([N+](=O)[O-])cc1)NC(=O)c1ccccc1 | -0.1 | 0.8 | 3.6 | -3.5
CC(C)c1ccc(CN2CCN(C(=O)CCl)CC2)cc1 | 0.0 | 0.4 | 31.2 | -3.7
Cc1cccc(-n2ncc3c(Nc4ccc(C)cc4C)ncnc32)c1 | 0.0 | 0.1 | -26.6 | 8.2
NC(=O)NC(CC(=O)OCc1csc(-c2ccccc2)n1)c1ccc(Cl)cc1 (centres undefined) | -0.1 | 0.6 | -1.1 | 7.0
COc1cc(OC)c(NC(=O)CSc2nc3[nH]ncc3c(=O)n2-c2ccccc2OC)cc1Cl | -0.1 | 0.0 | 13.2 | 7.3

4 structures out of the list, sorted by SMILES length, falling:
SMILES | FBW7 act | GPR151 ag | TEAD-YAP block | MITF inh
CC12C=CC3(O1)C(C(=O)N(Cc1ccccc1Cl)C3C(=O)NC1CCCCC1)C2C(=O)Nc1ccc(Cl)c(Cl)c1 (centres undefined) | 0.1 | 0.5 | 4.4 | -8.0
COc1ccc2cc(CN(CCCO)C(=O)c3ccccc3C)c(=O)[nH]c2c1 | -0.2 | 4.6 | -6.0 | -6.1
COc1cc(C(=O)Nc2ccc(C(=O)c3cccs3)cc2)cc(OC)c1OC | -0.1 | -1.8 | -6.0 | 3.0
NNC(=O)CCCCn1c(=S)[nH]c2ccsc2c1=O | 0.0 | 0.8 | -1.4 | -10.3

New compounds follow
SMILES | FBW7 act | GPR151 ag | TEAD-YAP block | MITF inh
CCCCN(C)c1ncnc2c1cnn2-c1cc(C)cc(C)c1 | 0.5 | -1.2 | -17.6 | -16.6
COC(=O)Cc1nc(Nc2ccc(C)cc2)c2c(C)c(C)sc2n1 | 0.2 | 0.8 | 18.6 | 19.1
Cc1cc(I)ccc1NC(=O)c1cccc(CSc2ncccn2)c1 | -0.2 | 2.4 | -6.0 | 10.5
O=C(CSCc1cccc(Br)c1)NC1CCCC1 | 0.3 | -0.4 | -5.0 | 21.9
COc1ccc(S(=O)(=O)NCCSc2ccccn2)cc1Br | 0.0 | 0.3 | 1.3 | 14.5
CCOC(=O)CC(OC(=O)c1ccc([N+](=O)[O-])cc1)c1cccc([N+](=O)[O-])c1 (centres undefined) | -0.3 | -0.2 | -4.4 | 2.0
COc1ccccc1N(CC(=O)Nc1ccccc1C(N)=O)S(=O)(=O)c1ccccc1 | 0.2 | -0.2 | 3.3 | -4.0
O=C1NC(=O)c2cc(NS(=O)(=O)c3ccccc3)ccc21 | 0.0 | -1.2 | -8.8 | -3.8

Part of the list above, showing only TEAD-YAP block and FBW7 act:
| molecule | TEAD-YAP block | FBW7 act |
| --- | --- | --- |
| CC12C=CC3(O1)C(C(=O)N(Cc1ccccc1Cl)C3C(=O)NC1CCCCC1)C2C(=O)Nc1ccc(Cl)c(Cl)c1 (centres undefined) | 4.4 | 0.1 |
| COc1ccc(OC)c(N2C(N)=C(C#N)C(c3ccc4c(c3)OCO4)C3=C2CC(C)(C)CC3=O)c1 (centres undefined) | -2.9 | 0.1 |
| NNC(=O)CCCCn1c(=S)[nH]c2ccsc2c1=O | -1.4 | 0.0 |
